Mcl1-Bid inh = Mcl-1/Bid binding inhibitors, primary screen, biochemical, TR-FRET, 1536-well | Induced myeloid leukemia cell differentiation protein Mcl-1 (Homo sapiens), Q07820 | TR-FRET Mcl-1/Bid-Dy647 peptide binding | inhibition, % at 21.7 µM | 220,000 compounds, 0.97% hits | AID 1021, 2008;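 active = compounds that cut the binding signal by more than half at the single screening dose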;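 note: His-tagged Mcl-1 with europium anti-His antibody binding Bid BH3 peptide; 0% = Mcl-1 plus peptide wells and 100% = peptide-only wells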
Target sequence (Q07820 whole entry, looked up): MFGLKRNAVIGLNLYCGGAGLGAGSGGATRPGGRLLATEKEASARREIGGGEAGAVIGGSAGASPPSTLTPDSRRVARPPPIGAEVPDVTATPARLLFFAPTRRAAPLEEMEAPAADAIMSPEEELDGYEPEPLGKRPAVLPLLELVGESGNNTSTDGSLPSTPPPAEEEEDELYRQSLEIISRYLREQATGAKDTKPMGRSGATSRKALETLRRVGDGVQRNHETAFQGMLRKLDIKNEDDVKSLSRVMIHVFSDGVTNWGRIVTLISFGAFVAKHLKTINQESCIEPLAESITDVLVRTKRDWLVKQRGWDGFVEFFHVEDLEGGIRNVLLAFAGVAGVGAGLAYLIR
Rac1 wt modul = wildtype Rac1 GTP binding modulators, primary screen, biochemical, GST-Rac1 beads, flow cytometry, multiplex. GTP binding activity (% of control), % at 10 µM. AID 757, 2007. Ras-related C3 botulinum toxin substrate 1 (Homo sapiens), P63000. 190,000 compounds, 0.27% hits. fluorescent GTP binding; actives lie on both sides; 0 = cold GTP competed, 100 = untreated;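 active = GTP binding activity at least 20 points away from the 100% control level, either lower or higher; inconclusive = compound flagged as likely green fluorescent, judged across all proteins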
Pf gametocyte = late stage P. falciparum gametocyte viability inhibitors, primary screen, ATP luminescence, HTS; P. falciparum stage V gametocytes, 24 h; 150,000 compounds, 0.065% hits; AID 743093, 2013; inhibition, % at 10.9 µM;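 active = inhibition above the mean plus 3 SD of compounds within the control limits, set per campaign, cut at about 38% in these data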;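 note: 0% = DMSO wells and 100% = medium only without gametocytes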
Mcl1-Noxa inh = Mcl-1/Noxa binding inhibitors, primary screen, biochemical, TR-FRET, 1536-well; TR-FRET Mcl-1/Noxa peptide binding, 2 h; inhibition, % at 21.7 µM; 220,000 compounds, 1.5% hits;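 active = compounds that cut the protein-peptide binding signal by more than 50% relative to plate controls in a single-dose test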;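 note: His-tagged Mcl-1 with rhodamine Noxa BH3 peptide and terbium anti-His antibody; 0% = Mcl-1 plus Noxa peptide wells and 100% = peptide-only wells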
Cdc42 wt GTP = modulators of GTP binding to wildtype Cdc42, primary screen, biochemical, multiplex bead flow cytometry, Bodipy-GTP. Cell division control protein 42 homolog (Homo sapiens), P60953. GST-Cdc42 beads; actives lie on both sides. percent activity (GTP binding), % at 10 µM. 190,000 compounds, 0.2% hits;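 active = percent activity GTP binding at least 20 points away from the 100% baseline, either down as inhibitor or up as activator; inconclusive = compound flagged as likely green fluorescent from well-wide comparison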;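 note: median bead fluorescence of bound Bodipy-FL-GTP at 100 nM; 0% = excess unlabeled GTP control and 100% = no compound control; below 100% means less GTP binding so inhibitor and above means activator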
Target sequence (P60953 whole entry, looked up): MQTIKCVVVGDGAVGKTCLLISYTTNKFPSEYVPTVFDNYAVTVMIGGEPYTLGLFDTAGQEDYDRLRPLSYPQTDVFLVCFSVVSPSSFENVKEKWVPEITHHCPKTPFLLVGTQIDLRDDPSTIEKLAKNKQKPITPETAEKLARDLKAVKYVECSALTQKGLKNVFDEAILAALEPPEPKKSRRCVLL
Rac1 mut GTP = GTP binding modulators of activated mutant Rac1, primary screen, biochemical, bead-based flow cytometry, multiplex, fluorescent GTP | percent activity (GTP binding), % at 10 µM | GST-Rac1 activated beads; actives lie on both sides; 100% means binding = to untreated wells | 190,000 compounds, 0.11% hits;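 active = GTP binding at least 20 percentage points away from the 100% baseline, in either direction, so actives lie on both sides; inconclusive = Compound likely fluorescent itself, or too few beads counted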
Avidin bead fluor = green autofluorescence of compounds with avidin beads – biophysical, 488/530 nm, flow cytometry, artefact control, profiling panel; AID 1775, 2009; compound fluorescence 488/530 nm; stronger effect = higher value; 220,000 compounds, 0.38% hits; fluorescence (KMESF) at 10 µM; in the data active = fluorescence above about 47; note: inactives centre near 10
HRas wt GTP bind = modulators of GTP binding to HRas wildtype, primary screen, biochemical, bead-based flow cytometry, multiplex | GTPase HRas (Homo sapiens), P01112 | GST-Ras wt beads, Bodipy-FL-GTP binding; actives lie on both sides | GTP binding activity, % at 10 µM | 190,000 compounds, 0.14% hits | AID 759, 2007;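 active = GTP binding activity at least 20% away from the 100% baseline, either lowered as inhibitor or raised as activator; inconclusive = flagged as likely green fluorescent, judged across all proteins in the well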;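 note: 0% = unlabeled GTP competition control and 100% = no-compound control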
Target sequence (P01112 whole entry, looked up): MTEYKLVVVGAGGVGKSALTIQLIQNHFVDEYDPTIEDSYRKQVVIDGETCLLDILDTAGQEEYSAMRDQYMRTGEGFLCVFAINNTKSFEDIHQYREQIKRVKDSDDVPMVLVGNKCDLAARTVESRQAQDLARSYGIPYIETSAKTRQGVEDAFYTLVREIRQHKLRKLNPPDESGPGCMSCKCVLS
Mcl-1 Bim block = inhibitors of Bim peptide binding to Mcl-1, primary screen, biochemical, bead-based flow cytometry, multiplex; Induced myeloid leukemia cell differentiation protein Mcl-1 (Homo sapiens), Q07820; Bim peptide-Mcl-1 binding; inhibition, % at 10 µM; 190,000 compounds, 0.1% hits; AID 1009, 2008; in the data active = inhibition above about 40%;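 note: 0% = no compound tracer wells and 100% = peptide blocker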
Rab7 wt modul = modulators of GTP binding to Rab7, primary screen, biochemical, wildtype, multiplex bead flow cytometry; Rab7 GTPase wild type (dog), Bodipy-FL-GTP binding; GST-Rab7 beads, fluorescent GTP binding; actives lie on both sides; untreated = 100%, excess cold GTP = 0%; GTP binding activity (percent of control), % at 10 µM; 190,000 compounds, 0.055% hits;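 active = fluorescent GTP binding to Rab7 beads changed by at least 20 points from the 100% baseline, either direction, mostly lower; inconclusive = compound itself probably fluorescent, or too few beads counted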;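 note: median green fluorescence of bound Bodipy-FL-GTP per Rab7 bead population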
Rab2A wt mod = modulators of GTP binding to Rab2A wildtype, primary screen, biochemical, dog, bead-based flow cytometry, multiplex. Ras-related protein Rab-2A (Canis lupus familiaris), P61105. 190,000 compounds, 0.19% hits. GTP binding activity, % at 10 µM. GST-Rab2 wt beads, Bodipy-GTP binding;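 active = GTP binding activity at least 20 points away from 100%, either lowered or raised; inconclusive = signal likely due to the compound's own green fluorescence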;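 note: 0% = beads with excess unlabeled GTP and 100% = no-compound control corrected for plate trend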
An asterisk follows results filed as active; ? = inconclusive; . = not tested or not shown.

SMILES	Mcl1-Bid inh	Rac1 wt modul	Pf gametocyte	Mcl1-Noxa inh	Cdc42 wt GTP	Rac1 mut GTP	Avidin bead fluor	HRas wt GTP bind	Mcl-1 Bim block	Rab7 wt modul	Rab2A wt mod
Cc1ccc(Cn2c(=S)[nH]c3ccc(N4CCOCC4)cc3c2=O)o1	-4	102	-25	73*	99	97	6	99	3	100	99
NC(=O)C1(N2CCCCC2)CCN(c2nc(-c3ccccc3)cs2)CC1	-11	107	7	13	106	101	5	103	-1	95	104
COc1ccccc1-c1cc(C(=O)N2CCCc3ccccc32)no1	-26	99	3	11	96	97	9	96	0	94	94
CC(C)c1ccc(N2CC(C)(C)C2=O)cc1	2	103	-22	27	100	100	8	98	-3	100	99
CN(CC(=O)Nc1ccc(S(=O)(=O)N2CCCC2)cc1)Cc1c(F)cccc1Cl	-22	103	26	20	99	99	12	101	-4	103	98
COc1ccc(NC(=O)CN(c2cccc(F)c2)S(C)(=O)=O)cc1OC	0	105	.	4	101	99	13	99	-1	101	100
Cc1cccc(N2CCC(NCc3c(C(=O)N4CCCCC4)nc4c(C)cccn34)CC2)c1	-44	103	11	2	101	102	11	103	5	110	102
COc1cccc2sc(Nc3nc(-c4ccccn4)cs3)nc12	-59	79*	.	-18	88	90	33	85	2	88	83
O=C(NC1CCCCC1)C(c1ccc(Cl)cc1)N1CCC2(CC1)OCCO2 (centres undefined)	11	101	-1	-5	103	99	12	101	1	99	100
CN(Cc1ccccc1NS(=O)(=O)c1ccc(Cl)cc1)C1CCCCC1	-4	91	9	8	93	95	15	93	0	96	96
Cc1cccc(NC(=O)c2ccc(OCC3CCCO3)cc2)c1C (centres undefined)	-28	101	-5	5	99	101	14	100	-4	98	99
O=C(CSc1nnnn1Cc1ccccc1)Nc1ccc2c(c1)OCCO2	4	101	19	-3	100	98	7	100	-2	99	98
O=C(CCCC(=O)N(CC(=O)NC1CCCCC1)Cc1ccco1)Nc1ccccn1	-1	95	.	17	98	96	3	97	3	101	96
CCOC(=O)C1=C(CC)OC(N)=C(C#N)C1c1cc(OC)ccc1OC (centres undefined)	-25	103	-10	9	103	102	25	101	-1	102	102
COc1cccc(/C=N/NC(=O)c2ccc(OCc3cccc(Br)c3)cc2)c1	-2	100	.	-6	101	97	15	99	-2	98	98
CCC(=O)Nc1ccc(N2CCC(C)CC2)cc1	-21	101	.	42	99	97	.	103	-4	104	101
CC(=O)/C(=N\Nc1ccc(Cl)cc1)Sc1nnc(-c2ccccc2)n1-c1ccccc1	-39	100	1	24	98	95	7	99	-1	99	96
NS(=O)(=O)c1ccc(N/N=C/c2ccccn2)c([N+](=O)[O-])c1	0	98	15	2	94	95	12	97	2	100	95
O=C(N/N=C/c1ccc(N2CCOCC2)cc1)c1ccccc1OCCOc1ccccc1	-22	100	5	-8	94	95	8	98	1	108	97
Cc1cc(C)nc(N/C(=N\S(=O)(=O)Cc2ccccc2)Nc2cccc(Cl)c2C)n1	7	100	20	0	96	97	19	98	1	98	98
O=C(COC(=O)CCC(=O)c1ccc(F)cc1)Nc1ccccc1	28	103	30	14	97	97	15	99	-2	102	97
O=C(CCn1ccc([N+](=O)[O-])n1)NC1CCCCCC1	-36	101	.	9	102	100	15	103	-2	101	102
C/C(CC(=O)Nc1ccccc1-c1ccccc1)=N\NC(=O)COc1ccc(C)cc1Br	8	92	.	16	93	91	8	95	0	97	92
CCCSc1nnc(CSc2nc3nc(C)cc(C)n3n2)o1	-20	94	.	-5	97	96	9	98	0	96	95
COCCOC(=O)C1=C(C)NC(=O)NC1c1cccs1 (centres undefined)	-14	100	.	21	103	100	8	103	0	100	103
Cc1ccc2nc(NC(=O)CN3C(=O)C4CC=CCC4C3=O)sc2c1 (centres undefined)	4	93	-17	13	93	95	9	95	0	96	92
CC1CCCCC1NC(=O)Cn1[nH]c(=O)c2ccccc2c1=O (centres undefined)	-7	100	.	10	102	97	6	100	-4	99	99
COc1cc2[nH]c(=S)nc(NCc3ccccn3)c2cc1OC	-49	76*	8	19	83	88	9	83	4	95	82
COc1cccc(NC(=S)N(Cc2ccc(C(=O)O)cc2)Cc2ccc(OC)c(OC)c2)c1	-33	109	4	18	100	93	7	99	-5	102	100
O=C(CSC1=NCCS1)NC1CCCC1	-52	100	.	-2	100	97	36	99	0	101	100
Cc1ccc(N2C(=O)c3ccccc3C2(O)c2ncc[nH]2)cc1 (centres undefined)	-9	100	.	5	99	98	16	98	2	100	98
C=CCN(C)NC(=O)Nc1ccccc1	-4	100	6	-3	98	96	11	98	-1	98	96
Cc1cccc(-c2nnc(SCC(=O)Nc3cccc(C(=O)N4CCOCC4)c3)n2C)c1	-9	103	1	5	101	100	2	99	-5	100	97
O=[N+]([O-])c1cc([N+](=O)[O-])c2n[nH]c(-c3ccccc3)c2c1	42	98	-2	30	94	93	12	94	-1	99	98
O=C(COC(=O)C1Cc2ccccc2CN1C(=O)c1ccccc1Cl)Nc1ccc(N2CCOCC2)cc1 (centres undefined)	-46	101	-13	32	101	103	14	101	0	95	101
COc1ccc(NC(=S)Nc2cc(S(=O)(=O)N3CCCCC3)ccc2OC)cc1	-51	102	.	24	100	97	9	99	-3	102	97
CS(=O)(=O)Nc1ccc(C(=O)NCc2ccccn2)cc1	6	100	.	-20	101	98	12	99	-2	104	101
COc1ccc(CNc2nc3ccccc3n2C)c(OC)c1	-32	99	11	3	98	96	12	97	-4	98	98
O=C(CC1Nc2ccccc2NC1=O)Nc1cc(Cl)cc(Cl)c1 (centres undefined)	-24	92	-3	31	96	96	16	97	0	94	95
O=C(CCN1C(=O)/C(=C/c2cccs2)SC1=S)Nc1ccccn1	-38	102	-7	5	100	96	6	99	1	93	97
Cc1cccc(C2(c3cccc(C)c3)CC2C(=O)NCC2CCCO2)c1 (centres undefined)	2	106	8	13	99	100	4	103	-4	105	99
O=C(CCC(=O)OCC(F)(F)C(F)F)Nc1ccc(Cl)cc1	-31	103	12	8	101	101	16	101	3	102	103
CC(=O)c1c(C)nc(-c2ccc(Cl)cc2)nc1N	-20	99	-25	31	102	98	12	99	3	97	100
COc1ccc(C2N(c3cc(Cl)ccc3OC)C(=O)C3CCCN32)cc1OC (centres undefined)	-19	105	.	-5	101	103	7	103	-2	101	102
O=C(NNC(=O)C1CCCN(c2ncccn2)C1)c1ccc(F)cc1 (centres undefined)	-16	98	-4	6	101	98	32	99	-3	97	97
CC(=O)c1c(C)[nH]c(C(=O)NCCCN2CCCC2)c1C	-12	102	.	5	102	96	9	100	-1	102	99
O=C(CSc1ncccc1C(=O)O)NC12CC3CC(CC(C3)C1)C2	-26	99	-26	12	94	96	11	98	-1	103	97
O=C(CSc1nc2ccccc2c(=O)n1-c1ccc(SC(F)F)cc1)Nc1ccc(N2CCOCC2)cc1	-27	98	.	-3	95	97	10	96	0	94	97
COc1ccc(C2OC(=O)c3ccccc3S2)cc1 (centres undefined)	-60	95	-15	1	95	95	27	96	-4	97	97
COC(=O)C(Nc1nccs1)(OC)C(F)(F)F (centres undefined)	-31	99	-22	-13	100	98	8	100	-4	96	98
Cc1ccc(C(=O)CSc2nnc(CNc3ccc(C)cc3C)n2Cc2ccco2)cc1	-43	107	.	4	103	102	4	102	-5	98	100
COCCNC(=O)C(=O)N/N=C/c1ccc(C(=O)OC)cc1	-5	101	-5	11	100	97	10	103	-1	111	101
CC(=O)c1cccc(NC(=O)Nc2ccc(C(=O)N3CCCC3)cc2)c1	-8	104	.	6	104	101	10	104	-5	102	101
CC(=O)OC1CSc2nc3ccccc3n2C1 (centres undefined)	-16	104	-10	-2	102	100	34	96	-5	93	99
Cc1ccccc1-c1nc2ccccc2c(=O)n1C1CCS(=O)(=O)C1 (centres undefined)	-19	109	.	14	103	98	10	101	-3	97	98
CCC(C)NC(=O)c1ccc(CSCc2cccc(F)c2)o1 (centres undefined)	-48	100	.	15	95	101	15	98	-3	98	98
Cc1cc(C)cc(NC(=O)CSc2nc3c(c(=O)n2C)SC(C)C3)c1 (centres undefined)	-26	100	.	-3	99	98	5	97	0	97	97
Cc1ccc(-c2nnc(SCC(=O)N/N=C/c3c(C)nn(-c4ccccc4)c3C)n2-c2ccc(C)cc2)cc1	12	95	-31	11	95	93	19	96	-1	94	94
Cc1nn(C)cc1/C=N\NC(=O)Cc1ccc([N+](=O)[O-])cc1	-25	100	.	0	98	99	13	101	0	100	101
Cc1ccc(O)c(NC(=O)CCCC(=O)O)c1	-23	98	22	-16	97	97	16	97	0	97	96
(list continues)
SMILES	Mcl1-Bid inh	Rac1 wt modul	Pf gametocyte	Mcl1-Noxa inh	Cdc42 wt GTP	Rac1 mut GTP	Avidin bead fluor	HRas wt GTP bind	Mcl-1 Bim block	Rab7 wt modul	Rab2A wt mod
CC(NC(=O)CN(C)CC(=O)Nc1ccc(F)c(F)c1F)c1ccccc1 (centres undefined)	-22	96	-6	0	97	96	23	97	-1	104	99
C/C(=N\NC(=O)Cn1ccc(C(F)(F)F)n1)c1ccc2c(c1)OCO2	4	100	-3	12	99	95	9	98	-1	105	99
Cc1ccc(C2/C(=C(/O)c3cnn(-c4ccccc4)c3C)C(=O)C(=O)N2CCN2CCOCC2)o1 (centres undefined)	-121	104	-3	14	105	99	14	107	-4	109	104
C=CCOc1ccc2c(CC)cc(=O)oc2c1C	-2	99	0	-5	102	97	6	98	-4	96	96
S=C(Nc1ccc(Oc2ccc(NC(=S)NC3CCCCC3)cc2)cc1)NC1CCCCC1	-11	106	.	-6	104	99	4	101	-5	98	101
CCOc1ccc2nc(C)cc(Nc3ccc4c(c3)OCCO4)c2c1	-22	104	.	15	101	104	15	101	3	98	100
CCOC(=O)c1ccc2c(c1)N(Cc1ccccc1C)C(=O)c1ccccc1S2=O (centres undefined)	4	105	.	5	105	95	23	102	-3	97	96
Cc1ccc(S(=O)(=O)Nc2cccnc2)cc1	-11	?	10	-5	?	?	18	?	-2	?	?

Screening data: PubChem BioAssay, several laboratories
